NR3A LBD binder: modulates the human NR3A ligand-binding domain; Tm shift relative to glycine control, % at 25 µM; NR3A LBD differential scanning fluorimetry, Tm shift; 0% = protein alone, 100% = glycine-bound protein; AID 1259313; 340,000 tested, 2.5% active;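 active = melting temperature shift of at least 10% of the positive control shift, at one fixed dose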
ATG4B inhibitor: blocks human ATG4B protease cleavage of LC3 substrate | Q9Y4P1 | ATG4B cleavage of LC3-PLA2, NBD-HPC fluorescence, 1 h | inhibition, % at 8.33 µM | 340,000 tested, 0.51% active; in the data active = inhibition above about 40%
SENP7 block: SENP7 protease inhibition; Q9BQF6; recombinant SENP7, Z-RLRGG-aminoluciferin luminescence, 40 min; inhibition, % at 5 µM; 330,000 tested, 1.5% active; AID 434973;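 active = inhibition above about 50% at the single test dose, limit read from the data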;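 note: plate controls were DMSO with enzyme for no effect and no enzyme buffer wells for full effect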
SENP6 block: SENP6 protease inhibition | Q9GZR1 | Recombinant SENP6 catalytic domain, aminoluciferin luminescence | inhibition, % at 10 µM | 330,000 tested, 1.8% active;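 active = inhibition above about 50% at the single tested dose, limit read from the data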;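 note: plate controls were DMSO wells with enzyme for no effect and DMSO wells lacking enzyme for full effect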
SENP8 block: inhibitors of human SENP8 protease; recombinant SENP8, Nedd8 substrate fluorescence; inhibition, % at 20 µM; 360,000 tested, 0.64% active; Q96LD8; in the data active = inhibition mostly above about 40%, no sharp cut-off; inactive = mostly below about 27%
MPTP block: inhibitors of mitochondrial permeability transition pore. isolated mouse mitochondria, Ca2+ swelling absorbance, 30 min. inhibition, % at 10 µM. 360,000 tested, 1.4% active. AID 602449;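 active = inhibition of 50% or more, scaled per plate between neutral and stimulator controls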;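 note: 0% = DMSO wells given calcium and 100% = 1 mM EGTA wells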
HKDC1 inh: HKDC1 (human) hexokinase inhibition. Q2TB90. recombinant HKDC1, G6PDH/diaphorase resazurin coupled fluorescence. inhibition, % at 20 µM. 340,000 tested, 0.16% active. AID 493160;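 active = inhibition above about 35% when tested at 20 µM, limit read from the data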;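 note: plate controls were DMSO wells with enzyme for no effect and DMSO wells lacking enzyme for full effect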
Target sequence (Q2TB90 whole entry, looked up): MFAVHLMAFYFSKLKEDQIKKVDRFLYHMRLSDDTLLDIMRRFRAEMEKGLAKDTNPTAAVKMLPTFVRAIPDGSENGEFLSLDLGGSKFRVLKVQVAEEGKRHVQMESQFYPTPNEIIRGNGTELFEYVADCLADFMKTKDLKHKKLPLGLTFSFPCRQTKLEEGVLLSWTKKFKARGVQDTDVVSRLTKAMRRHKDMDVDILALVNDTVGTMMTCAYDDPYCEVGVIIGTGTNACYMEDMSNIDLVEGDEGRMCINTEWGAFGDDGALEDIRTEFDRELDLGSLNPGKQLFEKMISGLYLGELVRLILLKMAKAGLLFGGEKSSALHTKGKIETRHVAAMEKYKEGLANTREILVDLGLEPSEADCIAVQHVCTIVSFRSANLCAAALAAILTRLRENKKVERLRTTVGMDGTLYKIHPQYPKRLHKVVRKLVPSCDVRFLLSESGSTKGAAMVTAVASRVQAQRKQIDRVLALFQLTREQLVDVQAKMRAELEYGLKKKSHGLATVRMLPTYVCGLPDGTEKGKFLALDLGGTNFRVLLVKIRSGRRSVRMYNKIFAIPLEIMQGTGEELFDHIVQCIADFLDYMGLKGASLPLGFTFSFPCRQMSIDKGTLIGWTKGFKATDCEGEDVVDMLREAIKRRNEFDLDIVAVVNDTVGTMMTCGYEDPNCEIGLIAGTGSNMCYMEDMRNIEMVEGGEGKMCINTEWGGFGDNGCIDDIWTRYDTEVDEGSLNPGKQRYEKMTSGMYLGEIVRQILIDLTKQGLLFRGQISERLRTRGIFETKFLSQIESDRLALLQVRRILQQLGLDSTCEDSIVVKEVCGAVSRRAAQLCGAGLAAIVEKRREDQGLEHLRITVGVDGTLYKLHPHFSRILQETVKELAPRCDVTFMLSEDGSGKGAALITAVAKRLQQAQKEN
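Test system: recombinant HKDC1 (HK5) hexokinase enzyme, produced in-house / Doses: 20 µM test compound, 1% DMSO / Timing: 90 min, room temperature / Detection: G6PDH/diaphorase-coupled fluorescence, 1 mM NADP, 100 µM resazurin, 525/613 nm / Control set: DMSO wells with and without enzyme mix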
PfG6PD inh: PfG6PD (Plasmodium falciparum) enzyme inhibition; PfGluPho enzyme, NADPH resazurin-diaphorase fluorescence; inhibition, % at 20 µM; 350,000 tested, 0.78% active; AID 504690;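 active = inhibition reaching at least a set limit at 20 µM in the primary screen, cut at about 59% in these data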;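 note: 0% = DMSO wells with substrate and 100% = DMSO wells lacking glucose-6-phosphate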
* hit, by the source's call; & = joins results of further samples. Rows were taken by chance; any-hit rate near 6.9%.

Cc1cc(S(=O)(=O)NCCCn2ccnc2)c(C)cc1Cl was read as NR3A LBD binder -1, ATG4B inhibitor 1, SENP7 block -5, SENP6 block 10, SENP8 block 7, MPTP block -0.5, HKDC1 inh -5 and PfG6PD inh -7.
`COc1ccc(S(=O)(=O)N(C)CC(=O)NCCN2CCOCC2)cc1C` gave NR3A LBD binder -2, ATG4B inhibitor -2, SENP7 block 0, SENP6 block -18, SENP8 block 1, MPTP block -0.6, HKDC1 inh -2 and PfG6PD inh 7.
For O=C(C[C@H]1C[C@H](C(=O)N2CCCCC2)[C@@]2(CCc3ccccc3)c3[nH]c4cc(-c5ccco5)ccc4c3CCN2C1=O)NCc1cccc(C(F)(F)F)c1 the results were NR3A LBD binder 4, SENP7 block 3, SENP8 block -331, MPTP block 0.3, HKDC1 inh 1 and PfG6PD inh 10.
For CC(=O)N1CCc2cc(S(=O)(=O)CCC(=O)NCc3cccs3)ccc21 the results were NR3A LBD binder -1, ATG4B inhibitor 0, SENP7 block -5, SENP6 block -14, SENP8 block 9, MPTP block 1.7, HKDC1 inh -9 and PfG6PD inh 1.
For NCc1ccc(S(N)(=O)=O)cc1 the results were NR3A LBD binder 1&-1, ATG4B inhibitor -5&3, SENP7 block 3&-5, SENP6 block -4&6, SENP8 block 10&12, MPTP block -1.4&2.8, HKDC1 inh 1&-9 and PfG6PD inh 5&-3.
`CC(C)N1CC(C(=O)Nc2cccc([N+](=O)[O-])c2)CC1=O` (stereo unspecified) gave NR3A LBD binder 2, ATG4B inhibitor 0, SENP7 block 8, SENP6 block -12, SENP8 block 7, MPTP block 0.7, HKDC1 inh 4 and PfG6PD inh 9.
For CCc1cccc(CC)c1-n1c(SCc2cc(=O)n3ccsc3n2)nnc1-c1cccnc1 the results were NR3A LBD binder -1, ATG4B inhibitor -2, SENP7 block 3, SENP6 block -16, SENP8 block 8, MPTP block 0.0, HKDC1 inh -4 and PfG6PD inh -11.
For O=C(NC1Cc2ccccc2C1)c1cc(COc2cccc(C(F)(F)F)c2)on1 the results were NR3A LBD binder -8, ATG4B inhibitor 12, SENP7 block 12, SENP6 block 7, SENP8 block 9, MPTP block 1.3, HKDC1 inh 0 and PfG6PD inh 11.
For C[C@H](CO)N1C[C@H](C)[C@@H](CN(C)C(=O)Nc2ccc3c(c2)OCO3)Oc2ccc(NC(=O)Nc3ccc4c(c3)OCO4)cc2C1=O the results were NR3A LBD binder -5, ATG4B inhibitor -10, SENP7 block 2, SENP6 block -16, SENP8 block 9, MPTP block 3.3, HKDC1 inh 1 and PfG6PD inh 23.
Screening CC(C)(C)NC(=O)C(=O)NNC(=O)COc1ccccc1 returned NR3A LBD binder 0, ATG4B inhibitor -9, SENP7 block -6, SENP6 block -25, SENP8 block 18, MPTP block 0.7, HKDC1 inh -7 and PfG6PD inh -7.
O=S(=O)(c1cccc(C(F)(F)F)c1)N1CCN(CC(O)COCc2ccccc2)CC1 (stereo unspecified) was read as NR3A LBD binder 1, ATG4B inhibitor -4, SENP7 block 9, SENP6 block -11, SENP8 block 1, MPTP block 1.2, HKDC1 inh -4 and PfG6PD inh 2.
`CC(/C=C/c1ccccc1)=N/NC(=O)CNC(=O)c1ccc2c(c1)OCO2` gave NR3A LBD binder 0, ATG4B inhibitor -4, SENP7 block -4, SENP6 block 1, SENP8 block 24, MPTP block 2.9, HKDC1 inh 9 and PfG6PD inh -10.
For CC(=O)Cc1nsc(Nc2cccc(C)c2)n1 the results were NR3A LBD binder 2, ATG4B inhibitor 5, SENP7 block -13, SENP6 block 4, SENP8 block 24, MPTP block -0.1, HKDC1 inh -6 and PfG6PD inh -5.
`Cc1ccc(NC(=O)C2(S(=O)(=O)c3ccc(Cl)cc3)CC2)c(Br)c1` gave NR3A LBD binder 2, ATG4B inhibitor -16, SENP7 block 0, SENP6 block -4, SENP8 block 13, MPTP block 0.5, HKDC1 inh 1 and PfG6PD inh 19.
For Cc1noc(C)c1C(=O)OCC(=O)NCCC1=CCCCC1 the results were NR3A LBD binder 2, ATG4B inhibitor -7, SENP7 block 1, SENP6 block -3, SENP8 block 23, MPTP block 0.0, HKDC1 inh -3 and PfG6PD inh -4.
Screening CCOC(=O)c1c(C=O)c2sc(C)cc2n1C returned NR3A LBD binder -2, ATG4B inhibitor 9, SENP7 block 11, SENP6 block -18, SENP8 block -355, MPTP block 0.6, HKDC1 inh 5 and PfG6PD inh 1.
O=C(O)CSc1nnc(-c2cccc(S(=O)(=O)N3CCOCC3)c2)n1-c1ccc(F)cc1 was read as NR3A LBD binder 1, ATG4B inhibitor 1, SENP7 block -5, SENP6 block -17, SENP8 block 13, MPTP block -1.3, HKDC1 inh -3 and PfG6PD inh 11.
For CCOC(=O)/C=C/C(=O)Nc1cccc([N+](=O)[O-])c1 the results were NR3A LBD binder -9, ATG4B inhibitor -3, SENP7 block -4, SENP6 block -8, SENP8 block 7, MPTP block 3.2, HKDC1 inh -1 and PfG6PD inh 48.
For COc1ccccc1CNC(=O)N[C@@H](Cc1ccccc1)C(=O)O the results were NR3A LBD binder 2, ATG4B inhibitor 0, SENP7 block -4, SENP6 block -18, SENP8 block -2, MPTP block 3.3, HKDC1 inh -6 and PfG6PD inh -6.
For O=C(N/N=C/c1cccnc1)c1ccc2c(c1)OCCO2 the results were NR3A LBD binder 0, ATG4B inhibitor -3, SENP7 block -3, SENP6 block -6, SENP8 block 1, MPTP block 0.5, HKDC1 inh -13 and PfG6PD inh 1.
CC(C)[C@H](NC(=O)N1CCn2c1nc1ccccc12)C(=O)NCCc1ccccc1 was read as NR3A LBD binder -2, ATG4B inhibitor -6, SENP7 block 8, SENP6 block 3, SENP8 block 2, MPTP block 1.0, HKDC1 inh 4 and PfG6PD inh -17.
`CC1CCCN(C(=O)c2ccc(NS(=O)(=O)c3ccc4[nH]c(=O)[nH]c4c3)cc2)C1` (stereo unspecified) gave NR3A LBD binder 1, ATG4B inhibitor -6, SENP7 block -6, SENP6 block -10, SENP8 block 16, MPTP block -0.9, HKDC1 inh 15 and PfG6PD inh 8.
For Cc1ccc(Nc2nnns2)cc1 the results were NR3A LBD binder 2, ATG4B inhibitor 5, SENP7 block 2, SENP6 block 5, SENP8 block 26, MPTP block 2.3, HKDC1 inh -8 and PfG6PD inh 60*.
Screening COc1ccc(NC(=O)c2cc(S(=O)(=O)N3CCCCC3)ccc2OC)cc1 returned NR3A LBD binder 2, ATG4B inhibitor -2, SENP7 block 15, SENP6 block -19, SENP8 block 12, MPTP block -1.7, HKDC1 inh -1 and PfG6PD inh 0.
CCOc1ccccc1C(=O)OCC(=O)NCC1CCCO1 (stereo unspecified) was read as NR3A LBD binder 0, ATG4B inhibitor -1, SENP7 block 3, SENP6 block 4, SENP8 block 3, MPTP block 0.6, HKDC1 inh -8 and PfG6PD inh -5.
Screening O=C(Nc1cc(Cl)cc(Cl)c1)C1CCCC1 returned NR3A LBD binder -6, ATG4B inhibitor -7, SENP7 block 1, SENP6 block -3, SENP8 block 4, MPTP block 49, HKDC1 inh -3 and PfG6PD inh 30.
For COc1ccc(/C=N/Nc2cc(N3CCCC3)nc(N3CCCC3)n2)cc1 the results were NR3A LBD binder 3, ATG4B inhibitor 11, SENP7 block 38, SENP6 block 52*, SENP8 block -15, MPTP block 77*, HKDC1 inh 4 and PfG6PD inh 29.
`CN=C(C)/C(C(=O)OC)=C(/O)c1ccccc1F` gave NR3A LBD binder -4, ATG4B inhibitor 2, SENP7 block -5, SENP6 block -11, SENP8 block 14, MPTP block -0.9, HKDC1 inh -4 and PfG6PD inh -11.
Screening O=C1NC(Nc2ccccn2)(C(F)(F)F)C(=O)N1c1ccc(F)cc1 (stereo unspecified) returned NR3A LBD binder 1, ATG4B inhibitor 4, SENP7 block 4, SENP6 block -24, SENP8 block 16, MPTP block 0.3, HKDC1 inh -3 and PfG6PD inh -1.
Cc1cc2ccccn2c1C(=O)c1ccc(NN)c([N+](=O)[O-])c1 was read as NR3A LBD binder -6, ATG4B inhibitor -1, SENP7 block 5, SENP6 block 4, SENP8 block 42*, MPTP block 1.0, HKDC1 inh -5 and PfG6PD inh 19.
Screening CCOCCn1c(CC)nc2ccccc21 returned NR3A LBD binder 0, ATG4B inhibitor 0, SENP7 block -4, SENP6 block -8, SENP8 block 18, MPTP block 0.1, HKDC1 inh 0 and PfG6PD inh 1.
Cc1nnc(SCc2nc3sc4c(c3c(=O)[nH]2)CCCC4)[nH]c1=O was read as NR3A LBD binder 0, ATG4B inhibitor 11, SENP7 block 11, SENP6 block 5, SENP8 block -55, MPTP block 0.8, HKDC1 inh 0 and PfG6PD inh -2.
For CCOC(=O)c1sc(NC(=S)NC(=O)c2ccccc2)nc1C the results were NR3A LBD binder -28, ATG4B inhibitor -3, SENP7 block 38, SENP6 block 47, SENP8 block 5, MPTP block -2.6, HKDC1 inh -6 and PfG6PD inh -18.
For Cc1cc(C)n(C)c(=O)c1C#N the results were NR3A LBD binder 0, ATG4B inhibitor 2, SENP7 block 11, SENP6 block -6, SENP8 block -22, MPTP block -2.5, HKDC1 inh -5 and PfG6PD inh -31.
For Cc1ccc2c(CC(=O)O)coc2c1C the results were NR3A LBD binder 1, ATG4B inhibitor 4, SENP7 block 1, SENP6 block -13, SENP8 block 12, MPTP block -0.3, HKDC1 inh 0 and PfG6PD inh -14.
Screening CCOc1ccc(CCNC(=O)COC(=O)c2cc([N+](=O)[O-])ccc2N2CCOCC2)cc1OCC returned NR3A LBD binder -1, ATG4B inhibitor -13, SENP7 block -17, SENP6 block -15, SENP8 block 22, MPTP block -0.7, HKDC1 inh -2 and PfG6PD inh 4.
`O=C(Nc1nncs1)c1ccc(F)c(S(=O)(=O)N2CCCCC2)c1` gave NR3A LBD binder 2, ATG4B inhibitor 12, SENP7 block -9, SENP6 block -7, SENP8 block 5, MPTP block -0.2, HKDC1 inh -4 and PfG6PD inh -43.
Oc1ccc(C2C(c3ccccc3)=NN=C(c3ccc(Cl)cc3)N2O)c(O)c1 (stereo unspecified) was read as NR3A LBD binder 6, ATG4B inhibitor 60*, SENP7 block -1, SENP6 block -6, SENP8 block 23, MPTP block 11, HKDC1 inh -6 and PfG6PD inh 11.
Screening Nc1ccc2nc(-c3ccccc3)sc2c1 returned NR3A LBD binder -14, ATG4B inhibitor 6, SENP7 block 98*, SENP6 block 98*, SENP8 block -289, MPTP block -0.6, HKDC1 inh 10 and PfG6PD inh 19.
For O=C(O)c1cccc2sc3cc(Cl)ccc3c(=O)c12 the results were NR3A LBD binder 0, ATG4B inhibitor 1, SENP7 block -3, SENP6 block -29, SENP8 block -482, MPTP block -0.7, HKDC1 inh -2 and PfG6PD inh -20.
COc1cccc(NC(=O)CSc2nc3ccccc3n2C)c1 was read as NR3A LBD binder 0, ATG4B inhibitor -13, SENP7 block 1, SENP6 block 0, SENP8 block 21, MPTP block 1.3, HKDC1 inh -4 and PfG6PD inh 4.
Screening CC1(C)CC(=O)C(CC2=C(O)CC(C)(C)CC2=O)C(=O)C1 returned NR3A LBD binder 1, ATG4B inhibitor -6, SENP7 block -3, SENP6 block -20, SENP8 block 16, MPTP block -0.4, HKDC1 inh 1 and PfG6PD inh -8.

Three structures out of the list, sorted by count of non-hydrogen atoms, largest number first:
Screening O=C1NC(Nc2ccccn2)(C(F)(F)F)C(=O)N1c1ccc(F)cc1 (stereo unspecified) returned NR3A LBD binder 1, ATG4B inhibitor 4, SENP7 block 4, SENP6 block -24, SENP8 block 16, MPTP block 0.3, HKDC1 inh -3 and PfG6PD inh -1.
Cc1cc2ccccn2c1C(=O)c1ccc(NN)c([N+](=O)[O-])c1 was read as NR3A LBD binder -6, ATG4B inhibitor -1, SENP7 block 5, SENP6 block 4, SENP8 block 42*, MPTP block 1.0, HKDC1 inh -5 and PfG6PD inh 19.
Screening CC1(C)CC(=O)C(CC2=C(O)CC(C)(C)CC2=O)C(=O)C1 returned NR3A LBD binder 1, ATG4B inhibitor -6, SENP7 block -3, SENP6 block -20, SENP8 block 16, MPTP block -0.4, HKDC1 inh 1 and PfG6PD inh -8.

From PubChem BioAssay
